Assay outcomes: PubChem BioAssay, NCI
All columns: NCI-60 one-dose screen, growth in % after 48 h at 10 µM unless noted; 100 = growth as untreated, 0 = no growth, -100 = all killed.
SNB-19: SNB-19 CNS cancer cells | hit rate 2.5% among 81,000
SNB-75: SNB-75 CNS cancer; AID 1794750; hit rate 5% among 79,000
HCC-2998: HCC-2998 colon cancer; hit rate 4.7% among 79,000; AID 1794799
SW-620: SW-620 colon cancer | hit rate 5.2% among 82,000
SF-539: SF-539 CNS cancer; hit rate 6.8% among 81,000
DU-145: DU-145 prostate cancer; hit rate 4.2% among 81,000
PC-3: PC-3 prostate cancer cells. hit rate 3.9% among 80,000. AID 1794754
KM12: KM12 colon cancer cells; hit rate 5% among 82,000
HT29: HT29 colon cancer; hit rate 7.4% among 81,000; AID 1794748
Starred values were filed as active, the others as inactive; . = not tested or not shown; & = joins results of further samples; [ ] = dose if it differs, or a comment. Rule for the calls: active = growth percent below 10; inactive = the rest.

Values run as follows: SNB-19, SNB-75, HCC-2998, SW-620, SF-539, DU-145, PC-3, KM12, HT29
- COS(=O)(=O)CCC(=O)Nc1cc(C(=O)Nc2cc(C(=O)NCCC(=O)NCCCCCCCCCCN3C(=O)N(c4ccc(C#N)c(C(F)(F)F)c4)C(=O)C3(C)C)n(C)c2)n(C)c1
    97, 89, 104, 94, 97, 107, 94, 108, 115
- O=C(O)c1cccc2c1-c1ccccc1C2=O
    ., 87, 99, 96, 98, 114, 94, 98, 103
- Cc1nc(-c2cc3ccccc3oc2=O)ccc1C(=O)/C=C/c1ccc(N(C)C)cc1
    86, 92, 99, 99, 93, 103, 100, 90, 98
- O=C(N/C=C(/c1ccccc1)S(=O)Cc1ccccc1)Nc1ccccc1Cl (centres undefined)
    97, 93, 95, 101, 100, 107, 94, 99, 100
- COc1ccc(-c2nsc3c2NC(=O)CC3c2ccsc2)cc1 (centres undefined)
    50, 10, 31, 28, -7.5*, -8.6*, 24, 8.0*, 0.6*
- NNC(=O)c1ccc(Nc2ncnc3c2cnn3-c2cccc(Br)c2)cc1
    91, 96, 100, 96, 105, 102, 81, 96, 96
- O=S(=O)(Nc1ccc(Cl)cc1NS(=O)(=O)c1ccccc1)c1ccccc1
    96, 98, 114, 103, 96, 113, 85, 103, 94
- S=C1NC=C(n2nc(-c3ccccc3)nc2-c2ccccc2)C(c2ccc(Cl)cc2)N1 (centres undefined)
    103, 90, 103, 105, 104, 129, 99, 123, 109
- COc1ccc(-c2cc(-c3cn(-c4cccc(Cl)c4)nc3-c3ccc(OC)cc3)[nH]c(=S)n2)cc1
    82, 102, 55, 67, 92, 50, 67, 87, 21
- COc1ccc(-c2nc(SCc3nc4ccccc4[nH]3)nc(N3CCN(C)CC3)c2C#N)cc1
    97, 73, 102, 98, 97, 106, 82, 96, 101
- COC(=O)C12C3C(=O)N(c4ccc(C)cc4)C(=O)C3C(c3cn(-c4ccccc4)nc3-c3ccccc3)N1[C@H](c1cn(-c3ccccc3)nc1-c1ccccc1)[C@@H]1C(=O)N(c3ccc(C)cc3)C(=O)[C@@H]12 (some centres undefined)
    100, 89, 99, 97, ., 109, 98, 96, 100
- COc1ccc(-c2cc(NC(=O)Nc3ccc(Cl)cc3)no2)cc1
    101, 81, 106, 108, 95, 106, 100, 101, 89
- CCOC(=O)C(CC)C(O)c1ccccc1 (centres undefined)
    117, 101, 110, 102, 104, 118, 98, 110, 100
- CCCn1cnc2c(=O)[nH]c(N)nc21
    96, 101, 104, 102, 110, 114, 94, 102, 108
- CC(=O)NS(=O)(=O)c1ccc(N)cc1
    104, 112, 107, 102, ., 109, 106, 110, 112
- COc1cccc(/C=N\Nc2ccc([N+](=O)[O-])cn2)c1OC
    101, 95, 101, 123, 100, 98, 107, 111, 100
- Oc1ccccc1-c1nc2c3ccccc3c3ccccc3c2o1
    96, 90, 103, 68, 105, 104, 78, 93, 106
- Nc1nc(N)c2cc(CNc3ccc(Cl)c(Cl)c3)ccc2n1
    31, 40, -70*, -80*, 24, 45, 22, -16*, -75*
- CCOC(=O)c1cccc(OCC)c1
    108, 103, 103, 106, 109, 106, 95, 104, 108
- Cc1cc(C)c(O)c(C)c1
    100, 98, 93, 101, 99, 103, 100, 101, 101

Fetched by compound from the list above (3):
Values run as follows: SNB-19, SNB-75, HCC-2998, SW-620, SF-539, DU-145, PC-3, KM12, HT29
- S=C1NC=C(n2nc(-c3ccccc3)nc2-c2ccccc2)C(c2ccc(Cl)cc2)N1 (centres undefined)
    103, 90, 103, 105, 104, 129, 99, 123, 109
- CCOC(=O)c1cccc(OCC)c1
    108, 103, 103, 106, 109, 106, 95, 104, 108
- COc1ccc(-c2nsc3c2NC(=O)CC3c2ccsc2)cc1 (centres undefined)
    50, 10, 31, 28, -7.5*, -8.6*, 24, 8.0*, 0.6*

Additional structures:
Values run as follows: SNB-19, SNB-75, HCC-2998, SW-620, SF-539, DU-145, PC-3, KM12, HT29
- COC1C(=O)CCC2(CO2)C1(O)C1(C)OC1CCC(C)C (centres undefined)
    52, 78, 76, 60, 88, 49, 75, 74, 60
- COc1ccc(/C(C)=N/NC(=O)CSc2nc3ccccc3c(=O)n2Cc2ccc(S(N)(=O)=O)cc2)c(OC)c1
    95, 83, 115, 102, 100, 108, 97, 102, 111
- COc1ccc(C2=NN(c3ccccc3)C(c3ccc(OC)c(OCc4ccccc4)c3)C2)cc1OC (centres undefined)
    88, 91, 107, 101, 100, 105, 98, 98, 71
- CCOC(=O)C1=C(C)NC(C)=C(C(=O)OCC)C1c1cn[nH]c1-c1ccc(OCc2ccccc2)cc1
    76, 67, 94, 79, 81, 81, 25, 67, 59
- CCC(=O)c1ccc(NC(=S)Nc2ccccc2)cc1
    94, 94, 102, 110, 94, 107, 97, 105, 99
- COc1cccc(CSC(C(=O)O)c2ccccc2)c1 (centres undefined)
    99, 94, 105, 107, 98, 110, 101, 102, 106
- O=C(O)c1ncc(-c2ccc(C(F)(F)F)cc2)c(NC2CCCCCC2)n1
    96, 91, 100, 108, 104, 102, 89, 98, 115
- OCC1(CO)CC=CCC1
    110, 102, 99, 109, 101, 106, 95, 111, 104
- CCOc1ccc(NC(=O)c2ccc(NS(C)(=O)=O)c(C)c2)cc1
    119, 170, 108, 111, 103, 106, 97, 98, 125
- O=C(O)/C=C\C(=O)Nc1ccc2c(c1)Cc1cc(Cl)ccc1-2
    96, 91, 109, 101, 106, 109, 85, 97, 113

Compound profiles (already shown).
`O=C(N/C=C(/c1ccccc1)S(=O)Cc1ccccc1)Nc1ccccc1Cl` (centres undefined) reads SNB-19 = 97; SNB-75 = 93; HCC-2998 = 95; SW-620 = 101; SF-539 = 100; DU-145 = 107; PC-3 = 94; KM12 = 99; HT29 = 100
`O=C(O)/C=C\C(=O)Nc1ccc2c(c1)Cc1cc(Cl)ccc1-2` reads SNB-19 = 96; SNB-75 = 91; HCC-2998 = 109; SW-620 = 101; SF-539 = 106; DU-145 = 109; PC-3 = 85; KM12 = 97; HT29 = 113
`O=C(O)c1ncc(-c2ccc(C(F)(F)F)cc2)c(NC2CCCCCC2)n1` reads SNB-19 = 96; SNB-75 = 91; HCC-2998 = 100; SW-620 = 108; SF-539 = 104; DU-145 = 102; PC-3 = 89; KM12 = 98; HT29 = 115

Following part
Values run as follows: SNB-19, SNB-75, HCC-2998, SW-620, SF-539, DU-145, PC-3, KM12, HT29
- CN1CCC23C(=O)CC4C(=CCOC5CC(=O)N(c6ccccc62)C3C54)C1 (centres undefined)
    92, 102, 87, 108, 102, 116, 77, 107, 112
- Cc1cc(C)c(O)c(CNCc2ccccc2)c1
    94, 91, 96, 97, 106, 104, 80, 95, 84
- ClC1[C@H](c2c[nH]c3ccccc23)c2c([nH]c3ccccc23)[C@H]1c1c[nH]c2ccccc12 (some centres undefined)
    99, 62, 96, 91, 76, 99, 78, 85, 85
- O=Cc1nc2ccccc2c(/C=C/c2ccccc2)c1C(=O)c1ccccc1
    92, 80, 97, 94, 96, 102, 93, 95, 95
- O=C(Nc1cccc(-c2nc3ccccc3c(=O)[nH]2)c1)c1ccccc1
    98, 85, 104, 89, 107, 107, 90, 89, 93
- COC(=O)CCSC1=C(C)C(=O)C(OC)=C(OC)C1=O
    98, 100, 102, 102, 95, 106, 94, 101, 105
- C/C=C(/c1cccnc1)C1c2ccccc2NC1CC (centres undefined)
    92, 83, 102, 98, 96, 106, 93, 99, 99
- CC[C@H](CC[C@@H](C)[C@H]1CC[C@H]2[C@@H]3CC[C@@H]4CC(=O)/C(=C\c5cccnc5)C[C@]4(C)[C@H]3CC[C@]12C)C(C)C
    101[100 µM], 91[100 µM], 111[100 µM], 101[100 µM], 107[100 µM], 112[100 µM], 88[100 µM], 109[100 µM], 97[100 µM]
- NC(=O)c1cccc(-c2ccc(S(=O)(=O)Nc3ccc4c(c3)N(C(=O)C3CC3)CCC4)cc2)c1
    48, 12, 64, 32, 26, 76, 40, 19, 14
- COc1cc(/C=C2\CC/C(=C\c3ccc(OCCN4CCOCC4)c(OC)c3)C2=O)ccc1OCCN1CCOCC1
    102, 85, 112, 105, 97, 115, 90, 101, 83
- CCN(CC)CCCCCCNc1cc(OC)c(Cl)c2cccnc12
    96, 63, 82, 81, 82, 95, 65, 77, 16
- COC(=O)CC1CC1CCn1c(-c2ccc(F)cc2)c(-c2ccccc2)c(C(=O)Nc2ccccc2)c1C(C)C (centres undefined)
    89, 63, 92, 84, 91, 83, 67, 83, 97
- Cc1cc(C)c(C2=NO[C@H]3c4ccccc4OC[C@@H]23)c(C)c1
    105, 75, 104, 107, 106, 110, 97, 101, 99
- O=C1c2ccccc2-n2c(noc2=O)[C@@H]2CCCN12
    98, 89, 97, 112, 100, 110, 98, 100, 95
- CN(C)CC/C=C1\c2ccccc2CN(C)c2ccccc21
    103, 80, 114, 103, 108, 122, 92, 106, 93
- COc1ccc(C2=C/C(=C\c3ccc(Cl)cc3)C(=O)NN2C(=S)NN)cc1
    103, 61, 109, 99, 111, 108, 92, 100, 109
- COc1ccc2oc(=O)cc(Cn3cc(Cn4c(C)cc(=O)n(Cc5cn(Cc6cc(=O)oc7ccc(OC)cc67)nn5)c4=O)nn3)c2c1
    99, 94, 109, 102, 98, 112, 100, 104, 105
- O=[N+]([O-])c1ccc(S(=O)Cc2ccccc2)c([N+](=O)[O-])c1 (centres undefined)
    98&93, 50&105, 97&97, -38*, 46&91, 71&79, 83&94, 101&77, -21*
- COc1cc(-c2nn(-c3ccc(C)cc3)cc2CO)ccc1O
    101, 72, 93, 106, 92, 96, 92, 95, 101
- COc1ccc(/C=C2/Oc3c(c(OC)c4ccoc4c3CN3CCOCC3)C2=O)cc1
    53, 62, 103, 93, 84, 95, 69, 92, 96
- CCOc1ccccc1NC(=O)CCC(=O)OC
    111, 76, 99, 104, 97, 107, 94, 100, 90
- CCN(CC)CCCNc1ccc(Nc2ccc(OC)cc2)cc1
    102, 80, ., 50, 99, 91, 55, 85, 67
- FC(F)(F)c1cn(CC2CCNCC2)c2ncnc(Br)c12
    98, 114, 105, 105, 107, 112, 108, 106, 98
- Brc1cc(-c2cc(-c3ccc4c(c3)OCCO4)[nH]n2)cs1
    57, 20, 62, 37, 41, 54, 62, 28, 23
- CCN(CC)c1nc(Cl)nc(Nc2ccc3cc(-c4ccccc4)c(=O)oc3c2)n1
    109, 105, 124, 106, 109, 115, 90, 118, 87
- N#Cc1cnn(-c2cc(=O)[nH]c3ccc(Cl)cc23)c1N
    98, 77, 104, 97, 99, 113, 90, 106, 111
- O=C(Nc1ccc2ncnc(Nc3ccc(Oc4cccc(F)c4)c(Cl)c3)c2c1)c1ccc(CN2CCOCC2)cc1
    51, 56, 69, 39, 53, 40, 15, 25, 21
- O=P(O)(Cc1ccccc1)c1ccccc1
    92, 92, 107, 111, 107, 111, 96, 112, 103
- CCn1c(=O)c2[nH]c(SC)nc2n(CC)c1=O
    95, 74, 114, 101, 95, 108, 96, 99, 111
- CCC(C)CC(N)O (centres undefined)
    106, 106, 112, 108, 107, 114, 111, 102, 111
- Cc1ccc(C=C2C(Cl)=C(Cl)C(Cl)=C2Cl)cc1
    -78*, -12*, -95*, -78*, -85*, -45*, ., -80*, 8.2*
- O=c1c2cc(Cl)cc(Cl)c2[nH]c(=S)n1-c1ccc(S(=O)(=O)Nc2ccc(Cl)nn2)cc1
    95, 91, 110, 102, 98, 107, 105, 104, 112
- O=c1[nH]nc(-c2cc(Cl)ccc2Cl)c(=O)[nH]1
    102, 86, 106, 104, 94, 106, 98, 99, 103
- CCOC(=O)c1cn(CCN2CCCC2)c2nc(NCc3ccc(OC)c(OC)c3)nn2c1=O
    104, 99, 107, 106, 97, 106, 87, 105, 101
- COC(=O)C(CCC(=O)O)NC(=O)OCc1ccccc1 (centres undefined)
    109, 98, 101, 108, 106, 105, 93, 105, 93
- O=C1Cc2cc(CCN3CCNCC3)c(Cl)cc2N1Cc1ccc(-c2ccccc2-c2nn[nH]n2)cc1
    98, 72, 99, 98, ., 104, 86, 104, 103
- O=C(Nc1cccc2cccnc12)c1ccc(N2C(=O)CCS2(=O)=O)cc1
    107, 85, 102, 105, 102, 102, 96, 89, 109
- C=CCC(O)CC=C
    99, 93, 110, 99, 106, 109, 98, 108, 99
- CC12CCCC=C1NC(Br)=C(C#N)C2(C#N)C#N (centres undefined)
    98, 93, 94, 109, ., 104, 97, 105, 105
